TIM10 inh: growth inhibitors of TIM10 yeast strain; S. cerevisiae TIM10 strain growth, BacTiter-Glo luminescence, 24 h; inhibition, % at 10 µM; hit rate 1.4% among 330,000;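 active = inhibition of 40% or more at the single tested concentration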;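 note: wild-type TIM10 isogenic control strain grown at permissive 25 °C; 0% = DMSO yeast wells and 100% = minimal medium wells without yeast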
hIAP inh: human IAP inhibition; hit rate 0.12% among 330,000; AID 2544; inhibition, % at 10 µM; purified IAP, CDP-Star luminescence, 30 min; P09923;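 active = inhibition reaching a set limit with compound at 10 µM in the primary screen, cut at about 35% in these data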;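 note: plate controls were DMSO wells with enzyme for no effect and no-enzyme buffer wells for full effect; values of inactives mirror those of a sister screen read the other way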
mIAP act: increases mouse intestinal alkaline phosphatase activity. muIAP, CDP-Star luminescence, 30 min; hits give high values; 1 = vehicle-only enzyme signal, 0 = enzyme-free wells. activation factor at 10 µM. hit rate 0.24% among 330,000. AID 2805;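 active = activation factor of at least 2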; note: the source names both 10 and 20 µM as test concentration; values of inactives mirror those of a sister screen read the other way
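Assay system: mouse IAP enzyme / Compound: DMSO-dissolved test compounds / Timing: 30 min, room temperature / Measured by: luminescence from enzymatic CDP-Star hydrolysis / Control set: DMSO-only wells, enzyme-free buffer wells as negative control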
NALP3 yeast inh: NALP3 inhibition in yeast; Yeast reconstituted NLRP3/ASC/caspase-1, beta-gal luminescence, 24 h; AID 2825; inhibition, % at 10 µM; hit rate 0.39% among 330,000;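 active = inhibition of 50% or more; inactive = inhibition below 50%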;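 note: plate controls were induced DMSO wells for no effect and uninduced yeast grown without galactose for full effect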
A3A deaminase: human APOBEC3A DNA deaminase inhibition | P31941 | recombinant A3A, FAM/TAMRA ssDNA deamination fluorescence | inhibition, % at 20 µM | hit rate 0.41% among 330,000;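 active = at least 40% inhibition at 20 µM here, with at most 30% in a related deaminase screen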;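 note: plate controls were A3A with DMSO for no effect and wells lacking A3A enzyme for full effect; some results filed as inactive read as strong as hits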
Target sequence (P31941 whole entry, looked up): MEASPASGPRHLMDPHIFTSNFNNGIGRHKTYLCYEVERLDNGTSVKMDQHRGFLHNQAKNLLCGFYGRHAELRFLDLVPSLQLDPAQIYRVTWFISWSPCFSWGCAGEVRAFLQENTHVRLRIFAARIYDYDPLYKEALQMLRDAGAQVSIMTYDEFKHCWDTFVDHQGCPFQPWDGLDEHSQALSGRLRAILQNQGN
mIAP inh: blocks mouse intestinal alkaline phosphatase | purified mouse IAP, CDP-Star luminescence, 30 min | inhibition, % at 10 µM | hit rate 0.2% among 330,000 | AID 2806;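 active = inhibition of at least 40% at 10 µM in the primary screen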;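 note: plate controls were DMSO with enzyme for no effect and no enzyme wells for full effect; values of inactives mirror those of a sister screen read the other way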
tim10-1 inh: growth inhibitors of tim10-1 mutant yeast. hit rate 2.2% among 330,000. S. cerevisiae tim10-1 ts strain growth, BacTiter-Glo, 24 h. inhibition, % at 20 µM. AID 463190;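 active = inhibition of at least 40%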;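 note: mutant grown at 25 °C; 0% = DMSO wells with yeast and 100% = wells holding no yeast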
A3G deaminase: APOBEC3G (human) deaminase inhibition; Q9HC16; recombinant A3G, ssDNA deamination FAM/TAMRA fluorescence; inhibition, % at 20 µM; hit rate 0.28% among 330,000;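 active = inhibition of at least 40% at 20 µM, with no more than 30% in the related APOBEC3A deaminase screen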;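 note: plate controls were DMSO wells with A3G for no effect and wells lacking A3G enzyme for full effect; some compounds called inactive have numbers as strong as hits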
Target sequence (Q9HC16 whole entry, looked up): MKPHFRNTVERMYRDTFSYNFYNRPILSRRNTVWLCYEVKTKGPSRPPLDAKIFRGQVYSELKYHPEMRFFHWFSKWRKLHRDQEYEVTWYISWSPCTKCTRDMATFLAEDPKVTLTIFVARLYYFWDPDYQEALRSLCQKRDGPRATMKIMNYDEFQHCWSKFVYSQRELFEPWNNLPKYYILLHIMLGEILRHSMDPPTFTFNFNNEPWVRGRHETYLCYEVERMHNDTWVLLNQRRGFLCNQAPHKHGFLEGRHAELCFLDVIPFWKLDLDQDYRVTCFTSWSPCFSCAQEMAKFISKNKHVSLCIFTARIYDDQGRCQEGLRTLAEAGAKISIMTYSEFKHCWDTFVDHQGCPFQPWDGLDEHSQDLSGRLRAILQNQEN
MIN6 prolif: MIN6 beta-cell proliferation induction. MIN6 cells proliferation, ATPlite luminescence, 48 h; cells starved in 0.2% serum; 100% = growth in 10% serum. proliferation, % at 10 µM. hit rate 0.29% among 330,000. AID 2380;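 active = compounds whose signal lies at least 3.5 SD above the mean of all wells on their plate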;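 note: 0% = DMSO-treated cells in low-serum medium and 100% = 10% serum control; some compounds called inactive have numbers as strong as hits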
The depositor's hits bear a star; x = not tested or not shown. Random draw from the library, and some 4.6% of all compounds hit somewhere here.

Abbreviations: A = TIM10 inh; B = hIAP inh; C = mIAP act; D = NALP3 yeast inh; E = A3A deaminase; F = mIAP inh; G = tim10-1 inh; H = A3G deaminase; I = MIN6 prolif
Cc1cc(CNC(=O)C(C)n2cc([N+](=O)[O-])cn2)c2ccccc2n1 (stereo not drawn)
  A: 10	B: 3	C: 1	D: -8	E: -2	F: -5	G: 0	H: -6	I: -4

CC(CN1CCCC1)OC(=O)c1ccccc1Cl (stereo not drawn)
  A: 11	B: -11	C: 1.1	D: 13	E: -5	F: -6	G: -12	H: -5	I: -1

CN1CCN(c2ccc(S(=O)(=O)N3CCCCC3)cc2NC(=O)c2ccc(C#N)cc2)CC1
  A: 16	B: -13	C: 1	D: 18	E: -3	F: 0	G: 4	H: -10	I: 0

CC(C)CC(=O)Nc1c2c(nn1-c1ccc([N+](=O)[O-])cc1)CS(=O)(=O)C2
  A: 1	B: 6	C: 0.92	D: 7	E: 3	F: 8	G: 3	H: -5	I: -3

CN(C(=O)c1ccc(NC(=O)Cc2ccc(NC(=O)C3CCN(C(=O)c4ccccc4)CC3)cc2)cc1)C1CC1
  A: -3	B: 7	C: 1.1	D: -49	E: -2	F: -6	G: -16	H: -10	I: 2

CC1=CC2=NC(=O)/C(=C/c3coc4ccccc4c3=O)C(=N)N2O1
  A: 9	B: -2	C: 1	D: -19	E: -3	F: -4	G: 8	H: -6	I: -3

N#Cc1ccc(NCCc2ccccn2)c([N+](=O)[O-])c1
  A: -7	B: -10	C: 0.97	D: 41	E: -3	F: 3	G: -23	H: -4	I: 3

Cc1cc(C(=O)COC(=O)c2ccc(Cl)c(S(N)(=O)=O)c2)c(C)n1CC1CCCO1 (stereo not drawn)
  A: 7	B: 14	C: 0.89	D: 4	E: -4	F: 11	G: 18	H: -5	I: -4

Cn1c(=O)cc(NCCc2ccccc2)[nH]c1=O
  A: -1	B: -3	C: 1	D: 2	E: -4	F: -1	G: -4	H: -4	I: 0

COc1cc2ccc3c(CCN(C)C)cc(OC)c(OC)c3c2cc1OC
  A: 7	B: -16	C: 1.1	D: 11	E: 55*	F: -5	G: -13	H: 19	I: -3

Individual results from the list:
MIN6 prolif, Cc1cc(C(=O)COC(=O)c2ccc(Cl)c(S(N)(=O)=O)c2)c(C)n1CC1CCCO1 (stereo not drawn) reads -4
tim10-1 inh, CC(CN1CCCC1)OC(=O)c1ccccc1Cl (stereo not drawn) reads -12
MIN6 prolif, CN(C(=O)c1ccc(NC(=O)Cc2ccc(NC(=O)C3CCN(C(=O)c4ccccc4)CC3)cc2)cc1)C1CC1 reads 2

Next part:
Abbreviations: A = TIM10 inh; B = hIAP inh; C = mIAP act; D = NALP3 yeast inh; E = A3A deaminase; F = mIAP inh; G = tim10-1 inh; H = A3G deaminase; I = MIN6 prolif
CCCCN(CCCC)CCCNC(=O)C12CN(Cc3ccccc3)CC1C(c1cccc([N+](=O)[O-])c1)=NO2 (stereo not drawn)
  A: 19	B: -1	C: 0.87	D: 16	E: -1	F: 13	G: -6	H: -11	I: -4

COc1ccc(/C=N/NC(=O)c2cc(C)on2)c2ccccc12
  A: -34	B: -1	C: 0.93	D: 23	E: -1	F: 7	G: -36	H: 0	I: -1

COC(=O)Cn1c2ccccc2c2nc(C)sc21
  A: 5	B: -18	C: 1	D: -15	E: -1	F: -1	G: 11	H: -6	I: 0

CCC(NC(=O)NCc1cccnc1)(C(F)(F)F)C(F)(F)F
  A: 0	B: -56	C: 0.96	D: 2	E: -2	F: 4	G: -13	H: -7	I: -4

COc1cc(/C=C/C(=O)OCC(=O)Nc2cc(S(=O)(=O)N3CCOCC3)ccc2Cl)cc(OC)c1OC
  A: 4	B: -4	C: 1	D: 7	E: 0	F: -1	G: -11	H: -4	I: 1

O=C(NC1c2ccccc2-c2ccccc21)c1ccco1
  A: -18	B: -4	C: 0.96	D: 45	E: 1	F: 4	G: -8	H: -3	I: 0

CC(=O)c1c(C(C)=O)c(C)n(-c2nc(-c3ccccc3)c(C)s2)c1C
  A: -8	B: -2	C: 1.1	D: 7	E: -2	F: -8	G: 27	H: -3	I: -2

COc1ccc(N2CCN(C3CCCCC3NS(=O)(=O)c3ccc(Cl)cc3)CC2)cc1 (stereo not drawn)
  A: 21	B: -23	C: 0.99	D: 10	E: -9	F: 1	G: 34	H: -4	I: -4

O=c1[nH]nc(-c2cccs2)c2ccccc12
  A: -27	B: -16	C: 0.96	D: 12	E: -2	F: 4	G: -13	H: -2	I: 2

C=CCn1c(SCC(=O)Nc2cc(C)on2)nnc1-c1ccccc1F
  A: -12	B: -15	C: 1.2	D: 0	E: -2	F: -16	G: -23	H: -2	I: 1

Cc1cccc(OCC(=O)NCC(=O)N/N=C/c2ccc([N+](=O)[O-])cc2)c1
  A: -1	B: -15	C: 0.92	D: 9	E: 0	F: 8	G: 14	H: 2	I: -2

CCOC(=O)c1c(NC(=O)C2CC2)sc(C)c1CC
  A: 20	B: -1	C: 0.96	D: -8	E: -5	F: 4	G: 17	H: -4	I: 2

CCOC(=O)C1=C(C)NC2=C(C(=O)CC(c3cccs3)C2)C1c1cccs1 (stereo not drawn)
  A: 11	B: 12	C: 1	D: 13	E: -1	F: 0	G: 17	H: -2	I: -1

COc1ccc(Nc2ccc([N+](=O)[O-])c3nonc23)c(OC)c1
  A: 15	B: -8	C: 0.79	D: 34	E: 7	F: 21	G: 32	H: 2	I: -4

COc1cc(OC)cc(C(=O)Oc2ccc(/C=N/Nc3nc4ccccc4s3)cc2OC)c1
  A: 20	B: -3	C: 0.97	D: 9	E: -6	F: 3	G: 30	H: -5	I: 0

CCN(CC)c1ccc(NC(=O)CN2CCN(CC(=O)Nc3ccccc3OC)CC2)cc1
  A: 2	B: 8	C: 0.95	D: 28	E: -6	F: 4	G: 18	H: -10	I: -4

CCc1ccc(NC(=O)C2CC(=O)N(C(C)C)C2)cc1 (stereo not drawn)
  A: -3	B: 12	C: 1	D: 26	E: -3	F: -4	G: 7	H: -1	I: -1

C=C(Br)Cn1c(CCCC)nc2ccccc21
  A: 4	B: -5	C: 0.97	D: 3	E: -3	F: 3	G: 8	H: -4	I: -2

Cc1ccc(N=C2N=C(N)c3ccccc32)cc1C
  A: 10	B: -9	C: 0.92	D: 2	E: -4	F: 8	G: 17	H: -5	I: -3

Cc1ccc(NC(=O)NC2CCN(S(=O)(=O)c3ccc(F)cc3)CC2)cc1
  A: 2	B: 7	C: 1.8	D: 14	E: 3	F: -78	G: 4	H: 2	I: -2

COc1cccc(NC(=O)CN(C)C(=O)c2cc3c(s2)CCC3)c1
  A: 1	B: -16	C: 0.98	D: 10	E: 37	F: 2	G: -19	H: 23	I: 0

COP(C)(=O)c1c(C)nn(-c2ccccc2)c1C (stereo not drawn)
  A: 2	B: -3	C: 1.2	D: 14	E: 3	F: -20	G: 19	H: 10	I: 0

COc1ccc(-c2[nH]ncc2/C=N/NC(=O)c2ccc(Br)cc2)c(OC)c1
  A: 7	B: -44	C: 1	D: -3	E: -8	F: -4	G: 18	H: -12	I: -1

CCN(C1CCCCC1)S(=O)(=O)c1cc2c3c(c1)CCN3C(=O)CC2
  A: -7	B: 4	C: 0.97	D: 14	E: -3	F: 3	G: 13	H: -10	I: 2

O=C(NCC1CCCO1)c1cc(-c2ccccc2)nc2ccccc12 (stereo not drawn)
  A: -24	B: 6	C: 1.1	D: -3	E: -3	F: -10	G: 13	H: -3	I: 5

COc1ccc(OC)c(NC(=O)CN2C(=O)C3(OCCCO3)c3ccccc32)c1
  A: 6	B: 2	C: 0.95	D: 16	E: 1	F: 5	G: 14	H: -4	I: 3

O=C(c1ccc(CNS(=O)(=O)c2ccc(Br)cc2)cc1)N1CCCCCC1
  A: -1	B: -8	C: 1.1	D: -1	E: -1	F: -10	G: 25	H: -3	I: -2

NC(=O)c1c(NC(=O)C2CCCO2)sc2c1CCCC2 (stereo not drawn)
  A: -8	B: 2	C: 0.86	D: -1	E: 5	F: 14	G: 2	H: 40*	I: 0

CC(=O)Nc1ccccc1C(=O)N1CCN(c2cccc(C)c2C)CC1
  A: 8	B: -5	C: 1	D: 12	E: 2	F: 0	G: 14	H: 4	I: 1

CCN(C(=O)CCc1nnc2ccc(N3CCC4(CC3)OCCO4)nn12)c1ccccc1
  A: 15	B: -23	C: 0.94	D: 12	E: -1	F: 6	G: 18	H: -3	I: -3

A3G deaminase, entries above that show a hit.
SMILES	hIAP inh	mIAP act	NALP3 yeast inh	A3A deaminase	mIAP inh	A3G deaminase
NC(=O)c1c(NC(=O)C2CCCO2)sc2c1CCCC2 (stereo not drawn)	2	0.86	-1	5	14	40*

Continuation:
Abbreviations: A = TIM10 inh; B = hIAP inh; C = mIAP act; D = NALP3 yeast inh; E = A3A deaminase; F = mIAP inh; G = tim10-1 inh; H = A3G deaminase; I = MIN6 prolif
CC(C)N(C(=O)[C@H]1C[C@H](CC(=O)NCCN2CCOCC2)C(=O)N2CCc3c([nH]c4cc(-c5ccco5)ccc34)[C@]12C)C(C)C
  A: -4	B: x	C: 1.1	D: x	E: 2	F: -14	G: 23	H: 0	I: x

O=C(c1cc(-c2cccc(O)c2)on1)N1CCCCCC1
  A: 11	B: 5	C: 0.94	D: 18	E: 0	F: 6	G: -7	H: -3	I: -2

NCCCC[C@@H](C(=O)N1CCNCC1)n1cc(CCC(=O)O)nn1
  A: -6	B: -12	C: 0.99	D: 16	E: 0	F: 1	G: -5	H: -2	I: -3

COC(=O)c1nc(NC(C)=O)n[nH]1
  A: -3	B: 17	C: 0.95	D: 15	E: 1	F: 5	G: 3	H: -4	I: 3

CCOc1ncccc1C(=O)Nc1cc(S(=O)(=O)N2CCCCC2)ccc1OC
  A: -13	B: 5	C: 1.1	D: 4	E: -2	F: -5	G: 0	H: -10	I: 1

Nc1c(Cl)cc(C2=NCCn3nc4cc([N+](=O)[O-])ccc4c32)cc1Cl
  A: 8	B: -9	C: 0.93	D: 24	E: -4	F: 7	G: 23	H: -9	I: -2

CCOc1ccc(-c2nnn(CC(=O)NCc3ccco3)n2)cc1OCC
  A: 14	B: 0	C: 0.97	D: 5	E: -2	F: 2	G: 8	H: -1	I: 2

CS(=O)(=O)N(CC(=O)NCCSCc1ccccc1)c1ccccc1
  A: -12	B: 0	C: 0.96	D: 14	E: -3	F: 4	G: 3	H: -5	I: -1

COc1ccc(C2=NOC(C(=O)NCCCN3CCOCC3)C2)cc1 (stereo not drawn)
  A: -5	B: -2	C: 0.97	D: 4	E: 1	F: 3	G: 10	H: -4	I: -3

CC(NC(=O)[C@H](C)NC(=O)C1CC(=O)N(c2ccc3c(c2)OCO3)C1)c1ccccc1 (stereo partly drawn)
  A: 8	B: 6	C: 1	D: 6	E: -6	F: 0	G: -4	H: -4	I: -1

CC1CC(C)CN(c2oc(Cc3ccccc3)nc2C#N)C1 (stereo not drawn)
  A: 8	B: -2	C: 0.97	D: 10	E: -1	F: 3	G: 22	H: -7	I: 0

Structural class: the entries above containing two or more sulfur atoms
Abbreviations: A = TIM10 inh; B = hIAP inh; C = mIAP act; D = NALP3 yeast inh; E = A3A deaminase; F = mIAP inh; G = tim10-1 inh; H = A3G deaminase; I = MIN6 prolif
CCOC(=O)C1=C(C)NC2=C(C(=O)CC(c3cccs3)C2)C1c1cccs1 (stereo not drawn)
  A: 11	B: 12	C: 1	D: 13	E: -1	F: 0	G: 17	H: -2	I: -1

CS(=O)(=O)N(CC(=O)NCCSCc1ccccc1)c1ccccc1
  A: -12	B: 0	C: 0.96	D: 14	E: -3	F: 4	G: 3	H: -5	I: -1
